Fam108B inh: counter-screen for RBBP9 inhibitors: inhibitors of mouse Fam108B | recombinant Fam108B, FP-Rh probe fluorescence polarization | inhibition, % at 9.51 µM | 300,000 compounds, 0.33% hits | AID 1947;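 active = inhibition above the screen mean inhibition plus 3 SD, computed separately per campaign, cut at about 18% in these data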;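 note: inhibitors lower polarization as less probe binds the enzyme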
EBNA-1 inh: blocks EBNA-1 binding to DNA; EBNA-1 DNA binding, fluorescence polarization; inhibition, % at 14.8 µM; 300,000 compounds, 0.34% hits; AID 1950; in the data active = inhibition above about 28%
BCLXL inh: Bcl-xL (human) inhibition. GST-Bcl-xL / FITC-Bim BH3 peptide fluorescence polarization. 320,000 compounds, 0.7% hits. AID 2129. inhibition, % at 10.9 µM;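 active = inhibition above the mean of all tested compounds plus 3 SD, cutoff set per campaign, cut at about 30% in these data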;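 note: 0% = DMSO wells and 100% = unlabeled Bim-BH3 peptide competitor; inhibitors lower millipolarization by displacing the labeled peptide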
Target sequence (Q07817 whole entry, looked up): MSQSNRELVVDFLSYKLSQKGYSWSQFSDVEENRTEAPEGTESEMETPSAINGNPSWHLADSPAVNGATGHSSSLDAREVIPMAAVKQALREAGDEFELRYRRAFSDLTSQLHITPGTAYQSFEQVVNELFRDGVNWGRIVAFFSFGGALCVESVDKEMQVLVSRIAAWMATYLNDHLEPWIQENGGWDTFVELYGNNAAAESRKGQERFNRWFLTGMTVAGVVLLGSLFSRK
GLD-1 TGE inh: GLD-1-TGE RNA interaction inhibition (C. elegans); AID 2280; Q17339; purified GLD-1 + fluorescein TGE RNA, fluorescence polarization; inhibition, % at 5.96 µM; 320,000 compounds, 0.44% hits;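 active = percent inhibition above a per-plate cutoff, the plate mean of test compounds plus 3 SD, cut at about 30% in these data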;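 note: 0% = DMSO wells with GLD-1 and probe and 100% = wells lacking GLD-1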
Target sequence (Q17339 whole entry, looked up): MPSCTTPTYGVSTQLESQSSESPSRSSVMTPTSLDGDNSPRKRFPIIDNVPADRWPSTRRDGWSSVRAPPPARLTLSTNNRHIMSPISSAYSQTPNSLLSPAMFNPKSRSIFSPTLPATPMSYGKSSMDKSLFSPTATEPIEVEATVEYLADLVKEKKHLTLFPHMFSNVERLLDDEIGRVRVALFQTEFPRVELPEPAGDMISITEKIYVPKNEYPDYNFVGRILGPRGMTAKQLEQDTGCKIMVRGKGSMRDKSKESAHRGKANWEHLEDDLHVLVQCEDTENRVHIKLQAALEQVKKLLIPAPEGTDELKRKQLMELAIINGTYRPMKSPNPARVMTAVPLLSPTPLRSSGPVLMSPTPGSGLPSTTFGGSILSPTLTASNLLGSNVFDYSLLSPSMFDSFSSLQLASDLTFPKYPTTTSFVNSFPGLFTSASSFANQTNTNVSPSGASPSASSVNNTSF
MCL1-BIM inh: inhibitors of human MCL1 binding to BIM-BH3 peptide | Q07820 | GST-MCL1 / FITC-Bim-BH3 fluorescence polarization | inhibition, % at 10.9 µM | 320,000 compounds, 0.68% hits | AID 2057;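 active = inhibition above the mean inhibition of all tested compounds plus 3 SD, set per campaign, cut at about 40% in these data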;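 note: 0% = DMSO wells and 100% = unlabeled Bim-BH3 peptide control; higher means more loss of mP so more displacement of Bim peptide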
Target sequence (Q07820 whole entry, looked up): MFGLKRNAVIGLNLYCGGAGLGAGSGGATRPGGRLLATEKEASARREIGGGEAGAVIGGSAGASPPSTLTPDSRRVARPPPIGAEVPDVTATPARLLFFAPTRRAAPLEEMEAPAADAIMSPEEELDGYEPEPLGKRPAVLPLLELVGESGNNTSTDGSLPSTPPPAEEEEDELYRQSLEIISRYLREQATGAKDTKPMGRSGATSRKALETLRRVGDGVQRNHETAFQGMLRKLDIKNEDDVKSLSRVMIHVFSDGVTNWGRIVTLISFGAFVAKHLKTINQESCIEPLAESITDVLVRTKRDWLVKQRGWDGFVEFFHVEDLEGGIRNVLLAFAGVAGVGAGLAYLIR
ZTA DNA inh: blocks Epstein-Barr virus ZTA, an EBNA-1 counter-screen; P03206; ZTA-DNA binding, fluorescence polarization; inhibition, % at 11 µM; 320,000 compounds, 0.15% hits; AID 2234; in the data active = inhibition above about 33%
CR mimetic SO: yeast age-related superoxide inhibition as caloric restriction mimetic; S. cerevisiae aged cells, superoxide DHE fluorescence; stronger effect = lower value; superoxide response (% of plate mean), % at 10 µM; 330,000 compounds, 0.18% hits; AID 2690;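 active = superoxide response under a set limit, about three screen SD below normal, cut at about 65% in these data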;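 note: yeast aged for seven days with compound at 30 °C before DHE staining; 100% = average MFI of all compound-treated wells on the plate with controls excluded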
Efflux pump mplx: antifungal efflux pump inhibition, Nile Red retention; S. cerevisiae Candida pump triplex; inhibition, % at 10 µM; 330,000 compounds, 0.44% hits;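 active = plate passing quality check with inhibition over a set limit, or well fluorescence over plate mean plus 4 SD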;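 note: Nile Red retained in pooled yeast measured as flow cytometry median fluorescence; 0% = buffer negative control and 100% = Enniatin B positive control; higher means more Nile Red kept so more efflux inhibition; some compounds called inactive have numbers as strong as hits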
MEX-5 binding: C. elegans MEX-5 TCR-2 RNA binding activity | MEX-5/FITC-TCR2 RNA binding, fluorescence polarization; stronger effect = lower value | activity score (negative = inhibition of binding), % at 10 µM | 300,000 compounds, 0.38% hits | AID 1832;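 active = inhibition past about -25% in most replicates, and total fluorescence under double the plate's negative control median, limit read from the data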;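 note: 0% = DMSO and -100% = 5 µM competing unlabeled TCR2 RNA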
Starred values were filed as active, the others as inactive; . = no result given.

Structure	Fam108B inh	EBNA-1 inh	BCLXL inh	GLD-1 TGE inh	MCL1-BIM inh	ZTA DNA inh	CR mimetic SO	Efflux pump mplx	MEX-5 binding
CC(=O)N1N=C(c2ccc3nccnc3c2)CC1c1ccccc1 (configuration not stated)	2	8	4	5	9	-10	87	-0.1	-2.0
O=C(Nc1ccc(Cc2ccncc2)cc1)c1cc([N+](=O)[O-])ccc1N1CCOCC1	-1	-11	5	-2	-3	-5	86	-0.1	-1.7
COc1ccc(CNC(=O)CC2Sc3ccccc3NC2=O)cc1 (configuration not stated)	-3	-5	2	4	-2	-8	96	-0.2	1.5
CC(C)Cc1ccc(C2=CSC3=NCCN23)cc1	-4	-5	4	3	5	-5	113	0.2	-0.8
Nc1nnc(SCC(=O)Nc2ccc(S(=O)(=O)N3CCOCC3)cc2)s1	0	-11	-3	7	1	0	113	0.2	-0.1
CC(C)=C(NC(=O)c1ccccc1)C(=O)Nc1ccc(C(=O)O)cc1	1	-6	3	1	0	9	87	0.0	1.4
Cc1ccn2c(CNCCn3nc(C)cc3C)c(C(=O)N3CCCCCC3)nc2c1	5	-5	6	7	5	8	108	-0.1	-0.7
O=C(O)CSc1ncnc2sc(-c3ccccc3)cc12	1	-2	6	2	0	22	124	-0.1	-2.6
CCC(C)Sc1ccc([C@H]2N[C@@](CC(C)C)(C(=O)OC)[C@H]3C(=O)N(C)C(=O)[C@@H]23)cc1 (some centres not stated)	1	4	4	1	2	-8	104	0.0	3.1
CCOC(=O)c1c(C)[nH]c(NC(=O)NNC(=O)c2ccc(OC)cc2)c1C	.	.	2	-2	-2	11	105	0.0	.
CCOc1ccc(C(=O)N/N=C(\c2ccccc2)c2ccccn2)cc1	3	3	0	2	3	5	87	-0.1	-1.0
CCOC(=O)C1CCN(c2ncnc3c(C)csc23)CC1	-4	-5	-12	1	-19	-17	110	0.2	-1.5
CCC/C(O)=C1\C(=O)CCCC1=NCCc1c(C)[nH]c2ccc(C)cc12	2	-7	0	5	0	-9	95	-0.1	-1.8
CC(C)c1c(C(=O)N/N=C/c2cccc3ccccc23)nnn1-c1nonc1N	-19	-13	2	7	2	-5	74	0.1	1.2
COc1ccc(CCNC(=O)C(=O)NCc2ccc(Cl)cc2)cc1OC	-5	-2	7	1	4	-2	95	0.3	1.5
O=C(Nc1ccc2c(c1)OCCO2)C1CCN(S(=O)(=O)c2cccs2)CC1	-1	8	6	-2	8	1	82	-0.1	-0.2
CCCn1c(C2CCCN2c2nc(-c3ccc(C)cc3)cs2)nc2cc(Cl)c(N3CCCCC3)cc21 (configuration not stated)	2	-10	77*	35*	75*	-7	95	-0.2	-0.2
Cc1cc(NCc2ccccc2)n2ncnc2n1	-1	5	3	0	5	14	100	0.1	2.4
Cc1ccc(C(=O)CSc2nnc(CNc3nc(-c4ccccc4)cs3)n2C)cc1	3	13	-12	5	-1	-24	98	0.1	-1.0
Nc1oc2ccccc2c1C(=O)Cc1ccccc1O[C@@H]1O[C@H](CO)[C@@H](O)[C@H](O)[C@H]1O	0	4	4	6	9	14	95	-0.3	1.0
COc1ccc(-c2csc3ncnc(N4CCN(CCO)CC4)c23)cc1	-1	12	0	-1	5	12	95	-0.1	0.4
COc1ccc(-n2c(-c3cccc(OC)c3)nc(=S)c3c2CCCC3)cc1	-3	10	5	1	5	6	99	0.1	5.2
NC(=O)CSc1nnc(-c2ccccn2)n1N	2	-2	-10	-3	-4	-2	106	0.1	-0.9
COc1ccc(S(=O)(=O)N2C3CCC2CC(NC(=O)C2CC2)C3)cc1 (configuration not stated)	-1	1	7	3	9	-2	109	-0.1	0.3
O=C(Cc1ccc(Cl)cc1)Nc1ccccn1	1	-2	5	16	14	4	107	0.1	-1.4
COc1cccc(C2c3[nH]c4ccccc4c3CCN2Cc2cccn2-c2ncccn2)c1 (configuration not stated)	-2	4	4	10	-3	-2	73	-0.1	-0.2
COc1cccc(N2CCN(c3ncnc4c3[nH]c3ccc(F)cc34)CC2C)c1 (configuration not stated)	16	-7	0	6	-6	-8	102	0.2	-3.5
CC(=O)Nc1ccc(S(=O)(=O)N(C)CC(=O)OC(C)C(=O)N(C)Cc2ccccc2)cc1 (configuration not stated)	-1	5	2	5	0	22	113	-0.2	-2.2
O=C(CCCc1ccccc1)c1ccc2c(c1)OCCO2	0	5	-1	8	-6	2	105	0.0	1.6
CCN(CC)c1ccc(CNC(=O)C/C(C)=N/NC(=O)COc2ccc(C)cc2Br)cc1	-2	-4	-1	7	1	-24	104	0.1	0.1
CCCN(C(=O)c1ccccc1N)c1c(C)n(C)n(-c2ccccc2)c1=O	-1	2	2	1	-2	-7	95	0.0	0.5
CC(=O)Nc1c(O)nc(SCc2ccc(Cl)cc2)[nH]c1=O	3	7	7	2	-1	11	97	-0.1	.
Cc1ccc(-c2noc(CN(C(=O)c3cccc(Br)c3)C(C)C)n2)cc1	0	0	0	6	-7	-7	93	0.2	-1.8
CCOC(=O)C(C)Oc1c(Br)cc(C2NC(=O)NC(C)=C2C(C)=O)cc1OCC (configuration not stated)	-2	14	0	1	-6	9	85	-0.2	2.3
CCCn1c(=N)n(CC(O)COc2cccc(C)c2)c2ccccc21 (configuration not stated)	-3	-4	4	-6	8	-2	106	-0.2	-1.0
CC(C(=O)N=c1sc2ccccc2n1C)N1C(=O)C2CC=CCC2C1=O (configuration not stated)	-1	18	7	5	5	8	106	0.0	0.0
Cc1ccccc1-c1cc(-c2ccccc2O)on1	2	4	5	7	3	5	94	-0.1	0.7
CC1CCCC(C)N1CCCNC(=O)Cn1c(=O)c2cccn2c2cccnc21 (configuration not stated)	-1	-21	12	-5	15	-17	83	-0.3	-1.8
O=C1CCC([N+](=O)[O-])C(c2cc3c(cc2Br)OCO3)N1 (configuration not stated)	1	2	1	3	1	9	110	0.1	2.0
COc1ccc(CNC(=O)C(C)OC(=O)c2cccn2C)cc1 (configuration not stated)	-1	2	4	-3	3	-5	88	0.0	-0.3
Cc1ccc(/C=N/N=C2/NC(=O)CS2)o1	1	5	-3	8	4	-6	94	-0.1	1.4
CCN1CCN(CCNC(=O)CSCc2nc(-c3ccc(OC)c(OC)c3)oc2C)CC1	2	-1	6	4	7	6	94	-0.1	-1.0
NS(=O)(=O)c1ccc(NC(=O)CSc2nnc(-c3cnccn3)n2-c2ccccc2)cc1	4	-1	6	-6	1	7	103	0.0	-0.8
CC(=O)OC(C#CCN1CCOCC1)c1ccccc1 (configuration not stated)	-5	1	3	-1	10	10	77	-0.1	2.0
COc1ccc(N2CC(C(=O)Nc3ccc([N+](=O)[O-])cc3Br)CC2=O)cc1 (configuration not stated)	1	2	1	8	4	-1	97	-0.1	1.5
O=C(NCCN1C(=O)S/C(=C\c2ccc(Cl)cc2)C1=O)c1ccc(F)c(S(=O)(=O)N2CCOCC2)c1	-8	-4	-4	12	-17	12	98	-0.2	0.6
O=C(CN1CCC(NC(=O)C2CC2)CC1)Nc1ccccc1[N+](=O)[O-]	0	-2	5	1	4	-7	90	0.1	1.0
CC(C)N1CCN(Cc2ccc3nsnc3c2)CC1CCO (configuration not stated)	0	13	6	8	2	19	96	0.0	-0.8
COc1ccc(NC(=O)CSc2nc3c(c(=O)n2-c2ccc(C)cc2)SCC3)c(OC)c1	1	7	5	-1	-2	0	103	0.1	-1.8
O=c1c2c3c(sc2nc(NCCO)n1Cc1ccco1)CCCCC3	1	-6	6	-2	2	8	104	0.3	-1.1
Cc1ccc2c(cnn2C(=O)CCCC(=O)NC(C)c2ccccc2)c1 (configuration not stated)	1	12	3	7	8	-8	108	-0.1	-0.9
C=CCn1cc(/C=N/Nc2nc3ccccc3[nH]2)c2ccccc21	14	13	2	5	6	8	85	-0.2	0.9
Cc1c(CCOC(=O)c2ccccc2)sc[n+]1CC(=O)c1ccc(Br)cc1	-1	-13	0	-8	2	-1	84	0.1	2.6
Cc1nsc(Nc2ccccc2)c1C#N	-3	-1	7	2	7	-19	75	0.0	0.9
O=C(Nc1nc2ccc(F)cc2s1)C1CCN(S(=O)(=O)c2cc([N+](=O)[O-])ccc2Cl)CC1	5	-1	7	4	4	-7	103	-0.2	2.3
CS(=O)(=O)c1ccc(Cl)c(NC(=O)COC(=O)c2cccc(S(=O)(=O)N3CCCCC3)c2)c1	-4	-7	-2	-2	-23	-3	107	0.0	1.7
O=C(Cc1ccccc1)N/N=C/c1cc2c(cc1Cl)OCO2	1	-5	4	-4	15	6	101	0.4	-1.8
Cc1cc(C)n(CC(=O)Nc2ccccc2)n1	5	2	5	-3	7	0	102	0.0	2.9
N#C/C(=C\c1ccc(-c2ccc(Br)cc2)o1)C(=O)NCCc1c[nH]c2ccccc12	-5	12	1	3	-15	-10	103	0.1	1.3
COc1ccc(/C=N/NC(=O)c2cc(-c3ccccc3OC(C)C)nc3ccccc23)cc1CN1CCOCC1	-4	-8	6	-1	3	-15	119	-0.4	3.1

The listing continues.
Structure	Fam108B inh	EBNA-1 inh	BCLXL inh	GLD-1 TGE inh	MCL1-BIM inh	ZTA DNA inh	CR mimetic SO	Efflux pump mplx	MEX-5 binding
CC(/C=C/c1ccco1)=N\NC(=O)CNc1cccc(C)c1	-3	-5	2	-6	0	-23	110	0.1	-1.3
CN1CCc2c(sc3c2c(=O)n(-c2ccccc2)c2n[nH]c(=S)n32)C1	6	4	3	-1	1	-4	99	-0.1	-2.2
CC(C)(C)c1ccc(NC(=O)C2=CC=CN3CCS(=O)(=O)N=C23)cc1	.	.	3	-2	-3	-4	113	-0.5	.
CCOc1ccc(C(=O)OCC(=O)N2CC(C)OC(C)C2)cc1OCC (configuration not stated)	-1	-6	-2	3	2	5	97	0.1	2.2
Cc1ccc(S(=O)(=O)c2c(C)nn(C(C)(C)C)c2OC(=O)c2ccco2)cc1	-4	-6	3	6	-7	-37	103	-0.2	-0.8
CC1(C)OC(c2ccccc2)=C/C(=C/C=Nc2ccccc2)O1	-4	0	3	-4	-4	-3	94	0.0	1.2
COc1cc(C(c2sc3nc(C)nn3c2O)N2CCc3ccccc3C2)cc(OC)c1OC (configuration not stated)	5	-5	-8	-2	-5	-5	120	0.0	-1.6
COc1ccc(-c2csc3ncnc(NCCCO)c23)cc1	-1	-5	-4	-7	-6	9	104	-0.1	-1.2
O=C(c1c(F)c(F)c(F)c(F)c1F)N(Cc1ccccc1)Cc1ccccc1	4	-9	7	0	7	-21	94	-0.2	1.7
O=C(CCSc1nnc(-c2ccncc2)o1)Nc1ccccc1	8	3	6	-5	11	-15	91	-0.2	2.8
COC(=O)c1ccc(-c2c(-c3ccccc3)ncc3cc(F)ccc23)cc1	.	.	-6	-1	-6	0	112	0.7	.
Cc1ccc(NC(=O)O/N=C/c2ccc(N(C)C)cc2)cc1	0	7	5	-2	3	4	98	-0.1	5.5
Cc1ccc(-c2onc(C)c2C)cc1S(=O)(=O)N1CC(C)Oc2ccccc21 (configuration not stated)	-1	0	-2	-5	-3	-12	120	0.1	1.7

Whole records, looked up by structure. Order of screens: Fam108B inh | EBNA-1 inh | BCLXL inh | GLD-1 TGE inh | MCL1-BIM inh | ZTA DNA inh | CR mimetic SO | Efflux pump mplx | MEX-5 binding
CCOc1ccc(C(=O)OCC(=O)N2CC(C)OC(C)C2)cc1OCC (configuration not stated) across the screens: -1 | -6 | -2 | 3 | 2 | 5 | 97 | 0.1 | 2.2
COc1ccc(CCNC(=O)C(=O)NCc2ccc(Cl)cc2)cc1OC across the screens: -5 | -2 | 7 | 1 | 4 | -2 | 95 | 0.3 | 1.5

Source: PubChem BioAssay (several laboratories)
